NPR1 activator – GC-A (human) enzyme activation | P16066 | HEK293 GC-A cells, cGMP TR-FRET, EC30 ANP; 0% at EC30 ANP, 100% saturating ANP | activation, % at 10 µM | 370,000 compounds, 0.14% hits | AID 1671463; in the data active = activation above about 40%
hcDAF12 agonist – activators of H. contortus DAF-12 nuclear receptor; HEK293 hcDAF-12 lit1-tk-luc reporter, luminescence; 0% DMSO, 100% Δ7-dafachronic acid; activation, % at 6.8 µM; 370,000 compounds, 1.4% hits; AID 652067;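 active = activation above the mean of all tested compounds plus 3 SD, cut at about 5.5% in these data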;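 note: 100% = response to 3 µM Δ7-dafachronic acid high control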
DAX1 inh-1 – inhibits human nuclear receptor DAX1; P51843; HEK293 Gal4-DAX1 luciferase reporter, luminescence; inhibition, % at 6.75 µM; 340,000 compounds, 0.99% hits; AID 504766;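 active = inhibition above the mean over all tested compounds plus 3 SD, cut at about 4.2% in these data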;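 note: 0% = DAX1-transfected cells with DMSO and 100% = empty-vector control cells with DMSO; inhibition shows as a rise in luminescence from relieved DAX1 repression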
ssDAF12 agonist – activators of S. stercoralis DAF-12 nuclear receptor | AID 652126 | 370,000 compounds, 1% hits | activation, % at 6.8 µM | HEK293 ssDAF-12/GRIP1 lit1-tk-luc reporter, luminescence; % of 3 µM dafachronic acid response;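 active = activation above the mean over all tested compounds plus 3 SD, cut at about 0.9% in these data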;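 note: 0% = DMSO-only wells and 100% = 3 µM delta7-dafachronic acid wells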
sPLA2-III inh – Blocks human group III sPLA2 activity; inhibition, % at 12.2 µM; AID 743126; QFRET BODIPY PC-A2 liposome hydrolysis, fluorescence; Q9NZ20; 370,000 compounds, 0.56% hits;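 active = inhibition above mean plus 3 SD of compounds lying within the high and low control bounds, cut at about 19% in these data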;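 note: 0% = median of test compound wells and 100% = no enzyme DMSO wells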
ADAM10 inh – inhibits human ADAM10; O14672; recombinant ADAM10, EDANS/DABCYL FRET peptide cleavage, 3 h; inhibition, % at 7 µM; 370,000 compounds, 0.62% hits;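 active = inhibition above a per-campaign cutoff equal to the mean of compounds falling between control-based bounds plus 3 SD, cut at about 20% in these data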;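 note: 0% = DMSO wells while the 100% control is not disclosed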
FXN GAA850 act – increases GAA850 frataxin promoter reporter activity | HEK293 lucGAA850 FXN promoter luciferase reporter, 24 h; percent of 10 µM SAHA response | activation, % at 6 µM | 360,000 compounds, 0.56% hits | AID 540364;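 active = activation above the average of all compounds screened plus 3 SD, cutoff fixed separately per campaign, cut at about 7.5% in these data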;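 note: 0% = DMSO wells and 100% = 10 µM SAHA wells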
DAX1 inh-2 – inhibitors of DAX1 repression of SF-1 activated StAR promoter; HEK293T StAR-luciferase reporter, SF-1/DAX-1 repression relief; 370,000 compounds, 1.1% hits; inhibition, % at 6.8 µM; AID 652010;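 active = inhibition above the mean over all tested compounds plus 3 SD, cut at about 3.6% in these data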;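 note: 0% = DAX-1 cells with DMSO and 100% = cells lacking DAX-1 with DMSO; higher inhibition means more luminescence from relief of DAX-1 repression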
GC-B act – GC-B (human) receptor activation. AID 1920062. 370,000 compounds, 0.11% hits. P20594. activation, % at 10 µM. HEK293-GC-B cells, CNP EC30, cGMP TR-FRET; 0% at EC30 CNP, 100% saturating CNP;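 active = activation at 10 µM reaching about 35% in either raw or pattern-adjusted values, limit read from the data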
Target sequence (P20594 whole entry, looked up): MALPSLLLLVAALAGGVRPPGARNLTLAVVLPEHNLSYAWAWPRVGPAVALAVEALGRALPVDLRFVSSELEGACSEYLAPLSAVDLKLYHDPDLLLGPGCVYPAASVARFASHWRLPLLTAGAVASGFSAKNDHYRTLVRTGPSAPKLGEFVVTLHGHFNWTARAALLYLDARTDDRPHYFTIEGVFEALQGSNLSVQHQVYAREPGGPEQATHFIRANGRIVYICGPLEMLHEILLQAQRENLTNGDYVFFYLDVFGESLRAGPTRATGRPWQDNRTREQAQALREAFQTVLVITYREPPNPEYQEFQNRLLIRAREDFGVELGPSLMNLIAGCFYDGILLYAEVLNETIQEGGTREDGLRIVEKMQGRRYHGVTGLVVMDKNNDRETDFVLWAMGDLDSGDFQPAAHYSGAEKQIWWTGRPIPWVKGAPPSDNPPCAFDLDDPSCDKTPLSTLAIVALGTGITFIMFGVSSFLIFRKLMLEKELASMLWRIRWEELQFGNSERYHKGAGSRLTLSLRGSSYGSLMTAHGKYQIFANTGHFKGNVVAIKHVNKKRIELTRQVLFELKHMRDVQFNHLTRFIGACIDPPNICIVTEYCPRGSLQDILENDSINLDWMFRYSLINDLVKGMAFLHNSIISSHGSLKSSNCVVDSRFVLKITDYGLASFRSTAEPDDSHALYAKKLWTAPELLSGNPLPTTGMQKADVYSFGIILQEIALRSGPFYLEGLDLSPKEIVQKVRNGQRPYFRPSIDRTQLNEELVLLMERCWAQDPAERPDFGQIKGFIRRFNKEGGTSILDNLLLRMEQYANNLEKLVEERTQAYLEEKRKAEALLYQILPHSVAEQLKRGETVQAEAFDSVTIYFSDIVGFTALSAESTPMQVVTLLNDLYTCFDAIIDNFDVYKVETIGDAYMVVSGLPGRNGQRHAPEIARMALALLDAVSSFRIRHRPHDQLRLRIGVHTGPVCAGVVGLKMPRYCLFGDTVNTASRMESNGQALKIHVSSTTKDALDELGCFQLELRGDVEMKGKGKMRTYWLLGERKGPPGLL
SMARCA2 activ – activators of SMARCA2 function; MG213 cells, MMTV-luciferase reporter, dexamethasone, overnight; activation, % at 9.1 µM; 370,000 compounds, 1% hits; AID 652017; in the data active = activation above about 7.8%;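 note: 0% = vehicle wells and 100% = reference activator wells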
hgDAF-12 ag – activates the H. glycines DAF-12 receptor ligand-binding domain. HEK293 GAL4-hgDAF12 UAS-luciferase reporter, agonist luminescence; normalized to butyrate control. activation, % at 6.8 µM. 370,000 compounds, 1.8% hits;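 active = activation above a cutoff set at the mean of all screened compounds plus 3 SD, cut at about 10% in these data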;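 note: 0% = DMSO wells and 100% = sodium butyrate wells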
Starred values were filed as active, the others as inactive; i = inactive; . = no result given. Random draw from the library; any-hit rate near 6.6%.

SMILES | NPR1 activator | hcDAF12 agonist | DAX1 inh-1 | ssDAF12 agonist | sPLA2-III inh | ADAM10 inh | FXN GAA850 act | DAX1 inh-2 | GC-B act | SMARCA2 activ | hgDAF-12 ag
O=C(O)COc1ccccc1/C=C1\SC(=Nc2ccc(F)cc2)N(c2ccc(F)cc2)C1=O | -5 | 0.0 | -0.6 | -1.0 | -23 | 2 | -0.7 | 0.3 | -4 | 0 | -0.6
O=C(Cc1ccccc1)NC(=S)Nc1ccc(OC(F)F)cc1 | -4 | -0.6 | 0.4 | -1.1 | -22 | 8 | 0.9 | -0.1 | -2 | -1 | 3.2
COCCCNC(=O)C1CCCN(S(C)(=O)=O)C1 (configuration not stated) | 0 | -1.1 | -0.3 | -1.4 | 7 | 4 | -0.1 | -0.4 | 1 | -1 | 0.1
CCOC(=O)C1(Cc2ccc(OC)cc2)CCN(C(=O)c2csc(C)n2)CC1 | -1 | -2.1 | -0.5 | -0.8 | -1 | -6 | 4.8 | 0.6 | 0 | -1 | 1.5
CCOc1ccc(OCC)c(NC(=O)C2CCCN(S(=O)(=O)c3c(C)noc3C)C2)c1 (configuration not stated) | 0 | -0.9 | -0.4 | -1.0 | 1 | 0 | 0.1 | -0.4 | 0 | -3 | -1.2
O=[N+]([O-])c1ccc(N/N=C2/CCCCC2c2ccccn2)c([N+](=O)[O-])c1 (configuration not stated) | -2 | 0.5 | -0.9 | -1.3 | -5 | -10 | 0.5 | -0.3 | 0 | 0 | -3.0
CCN(c1ccccc1)S(=O)(=O)c1cccc(C(=O)NCc2ccccn2)c1 | 4 | 0.9 | -2.7 | -0.2 | -2 | -4 | 2.2 | 0.0 | 1 | 0 | 1.2
Cc1c(C(=O)NC(C)c2ccccc2)c(-c2ccccc2)nn1-c1ccccc1 (configuration not stated) | 5 | -1.6 | -0.9 | -1.6 | -6 | 5 | -1.1 | -1.3 | -2 | 0 | -3.2
CCOc1ccccc1C(=O)NCC(=O)NC(C)c1ccc(-n2ccnc2)cc1 (configuration not stated) | -2 | -3.0 | -1.8 | -1.5 | -1 | 1 | 1.6 | -0.5 | -5 | 1 | -4.5
CC1(C)CN(C2CCCCC2)C(=O)[C@H]1CC(=O)Nc1ccc(Br)cc1 | -3 | -1.5 | 1.6 | -1.6 | 10 | -9 | -0.8 | 0.0 | -2 | -5 | 0.1

An excerpt from above in order of the GC-B act value, rising.
| canonical_smiles | GC-B act |
| --- | --- |
| CCOc1ccccc1C(=O)NCC(=O)NC(C)c1ccc(-n2ccnc2)cc1 (configuration not stated) | -5 |
| O=C(O)COc1ccccc1/C=C1\SC(=Nc2ccc(F)cc2)N(c2ccc(F)cc2)C1=O | -4 |
| O=C(Cc1ccccc1)NC(=S)Nc1ccc(OC(F)F)cc1 | -2 |
| CCN(c1ccccc1)S(=O)(=O)c1cccc(C(=O)NCc2ccccn2)c1 | 1 |

Following part.
SMILES | NPR1 activator | hcDAF12 agonist | DAX1 inh-1 | ssDAF12 agonist | sPLA2-III inh | ADAM10 inh | FXN GAA850 act | DAX1 inh-2 | GC-B act | SMARCA2 activ | hgDAF-12 ag
Cc1ccc(C)c(NC(=O)CN(C)C(=O)C2=NNC(=O)CC2)c1 | 3 | -0.1 | -0.1 | -0.8 | 4 | -7 | 0.0 | 1.2 | 3 | 0 | 0.4
CCN(CC(=O)Nc1ccccc1OC)C(=O)c1cc(S(=O)(=O)N2CCCCCC2)ccc1OC | -2 | -1.0 | 0.2 | -1.1 | 3 | -15 | 7.4 | -2.5 | -3 | -3 | -1.9
CCOC(=O)c1sc(N/N=C/c2ccc(N(C)C)cc2)nc1C | -4 | 0.9 | 0.5 | -1.1 | 8 | -15 | 2.9 | -0.1 | -7 | -2 | 0.3
CCN(CC(=O)Nc1ccc(Cl)c(S(=O)(=O)N(C)C)c1)CC(=O)NC(C)C | -1 | -0.4 | 1.8 | -0.4 | -6 | -8 | -0.6 | -0.4 | 3 | 0 | -1.3
COCCNC(=O)CSc1ncnc2sccc12 | -2 | -1.4 | 1.2 | -1.1 | -4 | -2 | 0.5 | -0.2 | 2 | 0 | -2.2
CCc1cc(SC#N)cc(C)c1N | 1 | 1.6 | -0.4 | -1.8 | -5 | 2 | -7.0 | -1.1 | 4 | 0 | -2.3
O=C(O)c1cccc(S(=O)(=O)N2CC=C(c3ccccc3)CC2)c1 | -2 | -0.2 | 0.6 | -1.3 | -5 | -12 | -1.6 | 0.5 | -5 | -3 | 0.2
C=CCNC(=S)N/N=C/c1cn(C)c2ccccc12 | 10 | -1.0 | . | -1.4 | 10 | 0 | 1.2 | 0.1 | 10 | 0 | -1.6
Cc1ccc(OC(=O)CCC(=O)Oc2ccc(C)cc2C)c(C)c1 | -4 | -1.1 | 2.2 | -0.1 | 1 | -6 | 0.7 | 0.4 | -2 | -1 | -0.5
N=c1c(S(=O)(=O)c2ccccc2)cc2c(=O)n3ccccc3nc2n1Cc1ccco1 | 15 | -2.8 | -1.7 | -0.9 | 6 | i | 2.1 | -1.0 | -8 | 0 | 0.8
COc1ccc(C(=O)N/N=C/c2cc3ccccc3[nH]c2=O)cc1 | 1 | -1.1 | -0.3 | -1.4 | 1 | -309 | -1.4 | -0.9 | 1 | -3 | 1.0
Cc1cc(NC(=O)CC2Oc3ccccc3NC2=O)ccc1Br (configuration not stated) | -8 | 0.0 | -1.0 | -0.1 | -12 | 2 | 1.6 | -0.3 | 1 | 0 | -2.4
CC(C)c1nnc(SCC(=O)NCc2ccco2)n1C | 2 | -1.2 | 1.4 | -0.5 | 2 | -2 | 1.8 | -0.8 | 0 | -2 | -2.1
CC(O)(c1cccc(F)c1)c1nc(-c2csc3ccccc23)cs1 (configuration not stated) | -2 | -0.5 | . | -1.0 | -21 | 23* | 0.7 | -0.5 | -7 | 1 | 1.6
C=CCn1c(CSCc2ccccc2)nnc1SCC(=O)NCc1ccccc1 | -2 | -0.7 | 0.2 | -1.3 | -3 | -6 | 1.4 | -0.5 | 2 | -4 | 1.9
Cc1cccc(CNC(=O)NC2CCCCN(Cc3cccc(Cl)c3)C2=O)c1 (configuration not stated) | -4 | -3.5 | . | -1.9 | 6 | -4 | . | -1.6 | 3 | -5 | -1.5
COc1ccccc1N1CCN(c2cc(=O)n(Cc3ccc(F)cc3)c(=O)[nH]2)CC1 | -12 | -1.2 | -1.1 | -1.3 | 8 | -12 | -3.6 | 0.1 | -10 | 0 | -0.9
Cc1ccc(CNC(=O)C(CCC(N)=O)NC(=O)OCc2ccccc2)cc1 (configuration not stated) | 4 | -2.3 | 0.6 | -1.4 | 12 | -2 | 0.3 | 0.0 | 4 | -4 | -3.2
O=C1[C@@H](Oc2ccccc2)[C@@H](c2ccccc2)N1c1cccnc1 | -8 | 0.5 | -0.7 | -1.2 | 8 | -22 | -0.1 | -2.2 | -7 | -1 | -0.1
CCCCN(C(=O)CNC(=O)c1cccs1)C(C(=O)NC1CCCCC1)c1cccnc1 (configuration not stated) | -4 | 0.7 | -1.0 | -1.1 | -5 | 4 | -1.3 | -0.9 | 1 | -4 | -1.6
COc1ccc(C#CCN(Cc2ccc(OC)cc2OC)C(N)=NC(=O)CCc2ccccc2)cc1 | -7 | -2.0 | . | -1.5 | -13 | 12 | . | -1.6 | 2 | -4 | 0.8
O=C(C(c1ccccc1)c1ccccc1)N1CCN(Cc2ccccn2)CC1 | 0 | -2.0 | 0.2 | -0.7 | -1 | 6 | -0.1 | 0.0 | -2 | 2 | -0.4
CC(=O)NC12CC3CC(C1)CC(C(=O)OCC(=O)c1ccc4c(c1)OCCO4)(C3)C2 | -1 | 1.8 | 0.6 | -0.4 | -1 | 4 | 2.1 | 1.0 | 5 | 4 | 6.2
Oc1ccc(C=NN=C2c3ccccc3-c3ccccc32)c(O)c1 | -4 | 3.9 | -1.2 | -0.4 | -24 | -4 | -1.3 | 0.5 | -7 | 0 | 10
Cc1occc1C(=O)Nc1cccc(/C=C/C(=O)O)c1 | 1 | -0.5 | 0.1 | -0.9 | -6 | 2 | -1.0 | 0.4 | -2 | -3 | -2.9
CCOC(=O)C1C(CC)NC(=S)NC1(C)O (configuration not stated) | 0 | -0.3 | 0.3 | -1.9 | 2 | -2 | 3.3 | -0.8 | 8 | 1 | -2.6
CN(C)CCC(=O)C(Cc1ccccc1)c1ccccc1 (configuration not stated) | -35 | 0.6 | 3.8 | -1.4 | -6 | 10 | 6.2 | -1.1 | -16 | -8 | -1.4
C/C(CC(=O)NCc1ccco1)=N\NC(=O)COc1ccc(C)cc1 | -2 | 0.7 | 0.6 | -1.3 | -6 | -3 | 2.4 | -0.2 | -1 | -2 | 2.8
O=c1[nH]c(=S)[nH]c2c1C(c1ccc(F)cc1)OC(C1CCCCC1)C2 (configuration not stated) | -1 | -1.1 | . | -1.4 | -4 | 0 | . | -0.5 | 3 | -1 | -1.6
CCc1ccccc1NC(=O)CN1CCN(C(=O)CN2C(=O)NC3(CCCC3)C2=O)CC1 | 3 | -0.9 | 0.8 | -1.7 | 11 | -14 | 1.2 | 0.0 | -4 | -4 | 2.5

Ordered by length of the SMILES (ascending): some entries from above.
SMILES | NPR1 activator | hcDAF12 agonist | DAX1 inh-1 | ssDAF12 agonist | sPLA2-III inh | ADAM10 inh | FXN GAA850 act | DAX1 inh-2 | GC-B act | SMARCA2 activ | hgDAF-12 ag
Oc1ccc(C=NN=C2c3ccccc3-c3ccccc32)c(O)c1 | -4 | 3.9 | -1.2 | -0.4 | -24 | -4 | -1.3 | 0.5 | -7 | 0 | 10
O=c1[nH]c(=S)[nH]c2c1C(c1ccc(F)cc1)OC(C1CCCCC1)C2 (configuration not stated) | -1 | -1.1 | . | -1.4 | -4 | 0 | . | -0.5 | 3 | -1 | -1.6
CCc1ccccc1NC(=O)CN1CCN(C(=O)CN2C(=O)NC3(CCCC3)C2=O)CC1 | 3 | -0.9 | 0.8 | -1.7 | 11 | -14 | 1.2 | 0.0 | -4 | -4 | 2.5

More results:
SMILES | NPR1 activator | hcDAF12 agonist | DAX1 inh-1 | ssDAF12 agonist | sPLA2-III inh | ADAM10 inh | FXN GAA850 act | DAX1 inh-2 | GC-B act | SMARCA2 activ | hgDAF-12 ag
Cc1cccnc1NC(=O)Cn1nc(-c2ccccc2)oc1=S | 0 | 3.8 | 0.8 | 1.0* | 1 | -3 | 4.7 | 4.9* | -2 | 1 | 19*
CCCCn1c(N)c(N(CCOC)C(=O)c2ccc(N3C(=O)c4ccccc4C3=O)cc2)c(=O)[nH]c1=O | 3 | -1.2 | -0.5 | -1.1 | -2 | -13 | 2.4 | -0.4 | 5 | -1 | 1.1
COc1ccc(/C=C/c2nc(C#N)c(NCCN(C)C)o2)cc1OC | -1 | -2.5 | 1.7 | -1.2 | 16 | -156 | 2.4 | -0.5 | -8 | -1 | -3.0
O=C(Nc1ccccc1[N+](=O)[O-])C1C(c2ccccc2)=C1c1ccccc1 | -5 | -0.1 | 0.7 | -1.1 | 9 | -4 | 0.1 | -0.1 | -17 | -1 | -0.8
Cc1[nH]n(-c2ccccc2)c(=O)c1/C=N/N1C(=O)c2cccc3cccc(c23)C1=O | 1 | 1.1 | 0.4 | -0.3 | -1 | 3 | 2.3 | 0.0 | 9 | 2 | 3.1

High-throughput results (PubChem)
